Growth percent in the NCI-60 one-dose screen (48 h, 10 µM unless noted): 100 = growth as untreated, 0 = no growth, -100 = all killed.
K-562: K-562 leukemia; 78,000 tested, 7.4% active; AID 1794777
MDA-MB-435: MDA-MB-435 melanoma; 82,000 tested, 7.8% active
HOP-62: HOP-62 NSCLC; 80,000 tested, 3.9% active; AID 1794735
CCRF-CEM: CCRF-CEM leukemia; 77,000 tested, 7% active; AID 1794778
SR: SR leukemia cells; 73,000 tested, 8.7% active
RPMI-8226: RPMI-8226 leukemia cells; 77,000 tested, 7.5% active; AID 1794781
HOP-92: HOP-92 NSCLC cells. 71,000 tested, 6.3% active
MOLT-4: MOLT-4 leukemia cells; 80,000 tested, 6.9% active; AID 1794779
The depositor's hits bear a star; . = not tested or not shown; & = joins results of further samples; ! = not active in a repeat; [ ] = another dose, or the depositor's remark. The calls were made as follows: active = growth percent below 10; inactive = the rest. Not all compounds are listed; the hit share may differ from the screen's.

1	CCCCNc1ccc(C(=O)OCCOCCOCCOCCOCCOCCOCCOCCOCCOC)cc1
2	CC1(C)CNc2cc(NC(=O)c3cccnc3NCc3ccncc3)ccc21
3	O=C(Nc1ccc(OCc2cccc(Cl)c2)cc1)c1ccc2nc(NS(=O)(=O)c3ccc4ccccc4c3)sc2c1
4	[2H]c1nc(Nc2ncc(F)c(-c3cc(F)c4nc(C)n(C(C)C)c4c3)n2)c([2H])c([2H])c1CN1CCN(C([2H])([2H])C([2H])([2H])[2H])CC1
5	CN(C)CCCC1(c2ccc(F)cc2)OCc2cc(C#N)ccc21 (configuration not stated)
Compound | 1 | 2 | 3 | 4 | 5
K-562 | 99.7 | 42.8 | 84.1 | 49.6 | 113.4
MDA-MB-435 | 96.9 | 97.0 | 101.8 | 51.7 | 101.4
HOP-62 | 94.4 | 84.8 | 88.0 | 47.0 | 109.8
CCRF-CEM | 88.7 | 58.1 | 94.9 | 35.2 | 112.8
SR | 113.2 | 28.3 | 93.2 | 36.3 | .
RPMI-8226 | 76.2 | 83.0 | 107.9 | 42.8 | 115.7
HOP-92 | 78.4 | 91.3 | 75.4 | 66.9 | 84.3
MOLT-4 | 100.4 | 45.2 | 92.8 | 21.1 | 103.8

6	CCN(CC)CC(O)CNc1c2ccc([N+](=O)[O-])cc2nc2cc(OC)c(OC)cc12 (configuration not stated)
7	CCOC(N)=O
8	Cc1c(CN2CCN(C(=O)[C@H](C)O)CC2)sc2c(N3CCOCC3)nc(-c3cnc(N)nc3)nc12
9	CCNC(=O)Nc1ccc(-c2nc3c(c(N4CCOC[C@@H]4C)n2)CCN(C2COC2)C3)cc1
10	Cc1ccc(N(CC2=NCCN2)c2cccc(O)c2)cc1
Compound | 6 | 7 | 8 | 9 | 10
K-562 | 3.2* | 106.2 | 17.6 | 17.2&61.6 | 86.3
MDA-MB-435 | -88.4* | 95.9 | -9.1* | 0.8*! | 100.3
HOP-62 | -51.0* | 115.1 | -10.3* | 0.4*! | 102.8
CCRF-CEM | 9.5* | 109.1 | 7.6* | 12.2&52.8 | 98.5
SR | -7.1* | . | -3.3* | 11.8&47.9 | 95.3
RPMI-8226 | -13.8* | 103.9 | 1.8* | 6.2*! | 94.5
HOP-92 | -57.4* | 90.7 | -24.6* | -16.3* | 91.2
MOLT-4 | -9.9* | 86.8 | 1.6* | 8.8*! | 97.7

11	COc1cccc(Nc2ncnn3ccc(CN4CC[C@@H](N)[C@H](O)C4)c23)c1
12	Cc1cc2c(F)c(Oc3ncnn4cc(OC[C@@H](C)OC(=O)[C@H](C)N)c(C)c34)ccc2[nH]1
13	CNCCCN1c2ccccc2CCc2ccccc21
14	CC1=CC[C@@H]2C(C)(C)C(=O)CC[C@@]2(C)[C@@H]1COc1ccc2ccc(=O)oc2c1
15	O=C(Nc1nc2ccc(C(=O)N3CCN(C(c4ccccc4)c4ccccc4)CC3)cc2s1)c1ccc(NCCc2ccccc2)c([N+](=O)[O-])c1
Compound | 11 | 12 | 13 | 14 | 15
K-562 | 2.5* | 41.5 | 94.7 | 60.1 | 82.8
MDA-MB-435 | 75.6 | 28.6 | 100.0 | 80.5 | 92.8
HOP-62 | 18.7 | 34.8 | 92.6 | 97.5 | 105.1
CCRF-CEM | 66.2 | 45.4 | . | 61.9 | 96.1
SR | 20.1 | 18.5 | 101.9 | 77.9 | 87.3
RPMI-8226 | 65.7 | 47.1 | 87.0 | 45.9 | 84.1
HOP-92 | 26.3 | 39.2 | 67.2 | 73.9 | 85.2
MOLT-4 | 17.6 | 48.3 | 97.5 | 39.1 | 85.5

16	Oc1ccc(C2CNCCc3c2cc(O)c(O)c3Cl)cc1 (configuration not stated)
17	Cc1ccc(S(=O)(=O)NC(=O)NC2CCCCC2)cc1
18	Cc1cccc(-c2nn3c(c2-c2ccnc4ccc(C(N)=O)cc24)CCC3)n1
19	Cn1cc(-c2nnc(-c3cn(C)c4ncc(Br)cc34)o2)c2cc(F)ccc21
20	C#Cc1cccc(Nc2ncnc3cc(OC)c(OCCCCCCC(=O)NO)cc23)c1
Compound | 16 | 17 | 18 | 19 | 20
K-562 | . | 112.8 | 90.6 | 94.4 | 5.5*
MDA-MB-435 | 105.9 | 108.6 | 111.0 | 100.3 | -28.1*
HOP-62 | . | 108.2 | 114.1 | 96.8 | -37.5*
CCRF-CEM | 108.2 | 105.7 | 90.7 | 106.1 | 3.2*
SR | 88.8 | 103.7 | 108.8 | 93.0 | 1.5*
RPMI-8226 | 102.6 | 117.0 | 117.6 | 96.0 | -14.9*
HOP-92 | 103.8 | . | 130.6 | 93.8 | -26.4*
MOLT-4 | 90.1 | 98.8 | 93.6 | 95.4 | -1.3*

21	CC12CC3CC(C)(C1)CC(N)(C3)C2
22	CC(=O)OCC1=CC2OC(=O)C3=COC(OC4OC(CO)C(O)C(O)C4O)C1C32 (configuration not stated)
23	C=CC1CN2CCC1CC2C(O)c1ccnc2ccc(OC)cc12 (configuration not stated)
24	Cc1ccc(=O)n(-c2ccccc2)c1
25	O=c1oc2c(O)c(O)cc3c(=O)oc4c(O)c(O)cc1c4c23
Compound | 21 | 22 | 23 | 24 | 25
K-562 | 96.5 | 121.4 | . | 88.3 | 99.9
MDA-MB-435 | 98.0 | 109.1 | . | 111.8 | 84.5&100.2
HOP-62 | 115.6 | 107.8 | . | 93.7 | 67.1&107.0
CCRF-CEM | 100.4 | 103.7 | . | 82.3 | 87.8
SR | 101.9 | 119.8 | . | 85.1 | 84.7&113.7
RPMI-8226 | 105.6 | 114.3 | 107.7 | 76.0 | 96.9
HOP-92 | 89.3 | 89.3 | . | 86.2 | 60.8
MOLT-4 | 101.8 | 140.9 | . | 91.4 | 82.6&117.5

26	CCCCCCCCCC(=O)OC
27	NC(N)=O
28	CC(C)COC(=O)c1ccc(N)cc1
29	C/C(=N\O)c1ccc(N2C(=O)c3cccc4cccc(c34)C2=O)cc1
30	Cn1cc(-c2nnc(N)nc2-c2cn(C)c3ccccc23)c2ccccc21
Compound | 26 | 27 | 28 | 29 | 30
K-562 | 92.0 | 113.5 | 114.0 | 104.4 | 91.5
MDA-MB-435 | 104.8 | 109.8 | 98.2 | 103.0 | 92.5
HOP-62 | 103.3 | 120.7 | 106.3&101.0 | 98.2 | 90.4
CCRF-CEM | 104.6 | 101.3 | 100.5&85.8 | 102.9 | 104.6
SR | 94.8 | 116.3 | 121.1&94.5 | 108.8 | 93.8
RPMI-8226 | 106.3 | 104.3 | 97.0&92.5 | 103.2 | 110.4
HOP-92 | 95.3 | . | 84.2&80.4 | 104.6 | 124.8
MOLT-4 | 93.5 | 107.0 | 113.1&76.2 | 99.4 | 84.9

31	CC(/C=C/c1ccc(Cl)cc1)=N\OCC(=O)NC(C)C
32	COc1cccc2cc(-c3nc(C4CCC(C(=O)O)CC4)n4ncnc(N)c34)[nH]c12 (configuration not stated)
33	O[C@@H]1Cc2cc(Br)c3ccccc3c2N[C@H](c2ccccc2Cl)C1
34	CCCCCCCCCCCCCCCCCCN
35	O=C(Nc1ccc(OCc2cccc(F)c2)cc1)c1ccc2nc(NS(=O)(=O)c3ccc4ccccc4c3)sc2c1
Compound | 31 | 32 | 33 | 34 | 35
K-562 | 95.5 | 14.0 | 80.8 | 60.1 | 103.2
MDA-MB-435 | 103.5 | -8.4* | 87.0 | 103.6 | 99.9
HOP-62 | 106.1 | -10.0* | 79.5 | 73.0 | 97.7
CCRF-CEM | 97.1 | 9.9* | 79.6 | 45.7 | 96.7
SR | 85.9 | 7.6* | 83.7 | 54.8 | 95.2
RPMI-8226 | 98.0 | 7.5* | 96.5 | 63.7 | 101.7
HOP-92 | . | -14.5* | . | 57.5 | 103.9
MOLT-4 | 76.3 | 15.2 | 69.2 | 53.9 | 99.5

Full records, quoted from the list. Order of values: K-562 | MDA-MB-435 | HOP-62 | CCRF-CEM | SR | RPMI-8226 | HOP-92 | MOLT-4
CC12CC3CC(C)(C1)CC(N)(C3)C2 is entered as 96.5 | 98.0 | 115.6 | 100.4 | 101.9 | 105.6 | 89.3 | 101.8
C/C(=N\O)c1ccc(N2C(=O)c3cccc4cccc(c34)C2=O)cc1 is entered as 104.4 | 103.0 | 98.2 | 102.9 | 108.8 | 103.2 | 104.6 | 99.4

Next part
36	CCOC(=O)[C@H](CCc1ccccc1)N[C@@H](C)C(=O)N1Cc2ccccc2C[C@H]1C(=O)O
37	C[C@H]1Oc2cc(cnc2N)-c2c(nn(C)c2C#N)CN(C)C(=O)c2ccc(F)cc21
38	COc1cccc(NC(=O)Nc2ccc3nc(NS(=O)(=O)c4ccc5ccccc5c4)sc3c2)c1
39	COc1ccc2c(c1)c(C(=O)c1nc(-c3cn(C)c4ccc(OC)cc34)no1)cn2C
40	NC(=O)C1(N2CCCCC2)CCN(CCCC(=O)c2ccc(F)cc2)CC1
Compound | 36 | 37 | 38 | 39 | 40
K-562 | 101.5 | 79.4 | 99.5 | 73.0 | 10.8
MDA-MB-435 | 102.8 | 80.0 | 102.3 | 90.8 | -48.3*
HOP-62 | 96.8 | 50.0 | 107.6 | 61.5 | 38.3
CCRF-CEM | 106.7 | 93.8 | 100.4 | 84.2 | 0.1*
SR | 100.9 | 6.2* | 102.1 | 62.6 | 11.4
RPMI-8226 | 103.5 | 92.6 | 107.9 | 92.0 | 29.5
HOP-92 | 104.0 | 48.4 | 92.5 | 91.1 | 92.5
MOLT-4 | 102.9 | 70.5 | 102.5 | 87.7 | 26.8

41	CNC(=O)c1ccc(Nc2ncc(C(F)(F)F)c(NCc3nccnc3N(C)S(C)(=O)=O)n2)cc1
42	CCn1c(-c2nonc2N)nc2c(C#CC(C)(C)O)ncc(OC[C@H]3CCCNC3)c21
43	CCCOC(=O)c1ccc(N)cc1
44	[2H]c1nc(Nc2ncc3cc(C(=O)N(C)C)n(C4CCCC4)c3n2)c([2H])c([2H])c1N1CCNCC1
45	Cc1cn(C2CC(O)C(CO)O2)c(=O)[nH]c1=O (configuration not stated)
Compound | 41 | 42 | 43 | 44 | 45
K-562 | 10.6 | 38.8 | 79.1 | 64.8 | 120.8
MDA-MB-435 | 8.9* | 75.3 | 105.9 | 77.6 | 95.2
HOP-62 | -23.5* | 73.0 | 104.4 | 76.9 | 80.6
CCRF-CEM | 4.5* | 28.7 | 96.7 | 37.3 | 99.7
SR | -21.3* | 29.3 | . | 56.0 | 105.7
RPMI-8226 | -26.7* | 91.7 | 109.3 | 11.5 | 110.2[100 µM]
HOP-92 | -13.6* | 177.6 | 92.5 | 60.4 | 112.2
MOLT-4 | -9.4* | 18.5 | 86.3 | 16.6 | 112.7

46	Cn1nccc1Nc1nccc(-c2ccn([C@H](CO)c3ccc(Cl)c(F)c3)c(=O)c2)n1
47	C/C=C(\C(=C\C)c1ccc(OC(C)=O)cc1)c1ccc(OC(C)=O)cc1
48	COc1ccc2[nH]cc(-c3nc(N)nnc3-c3cn(C)c4ccc(OC)cc34)c2c1
49	N#Cc1ccc(C(c2ccc(C#N)cc2)n2cncn2)cc1
Compound | 46 | 47 | 48 | 49
K-562 | 84.2 | . | 28.8 | .
MDA-MB-435 | 55.4 | 15.4 | 11.2 | 105.2
HOP-62 | 78.8 | 106.1 | 77.9 | .
CCRF-CEM | 99.8 | 64.9 | 62.1 | 101.6
SR | 111.7 | 45.6 | 18.8 | 85.9
RPMI-8226 | 113.4 | 99.1 | 78.1 | 110.9
HOP-92 | 103.4 | . | 80.3 | 100.1
MOLT-4 | 96.0 | 85.8 | 67.8 | 71.5

Among those listed so far, these have an aryl methoxy group.
6	CCN(CC)CC(O)CNc1c2ccc([N+](=O)[O-])cc2nc2cc(OC)c(OC)cc12 (configuration not stated)
11	COc1cccc(Nc2ncnn3ccc(CN4CC[C@@H](N)[C@H](O)C4)c23)c1
20	C#Cc1cccc(Nc2ncnc3cc(OC)c(OCCCCCCC(=O)NO)cc23)c1
23	C=CC1CN2CCC1CC2C(O)c1ccnc2ccc(OC)cc12 (configuration not stated)
32	COc1cccc2cc(-c3nc(C4CCC(C(=O)O)CC4)n4ncnc(N)c34)[nH]c12 (configuration not stated)
38	COc1cccc(NC(=O)Nc2ccc3nc(NS(=O)(=O)c4ccc5ccccc5c4)sc3c2)c1
39	COc1ccc2c(c1)c(C(=O)c1nc(-c3cn(C)c4ccc(OC)cc34)no1)cn2C
Compound | 6 | 11 | 20 | 23 | 32 | 38 | 39
K-562 | 3.2* | 2.5* | 5.5* | . | 14.0 | 99.5 | 73.0
MDA-MB-435 | -88.4* | 75.6 | -28.1* | . | -8.4* | 102.3 | 90.8
HOP-62 | -51.0* | 18.7 | -37.5* | . | -10.0* | 107.6 | 61.5
CCRF-CEM | 9.5* | 66.2 | 3.2* | . | 9.9* | 100.4 | 84.2
SR | -7.1* | 20.1 | 1.5* | . | 7.6* | 102.1 | 62.6
RPMI-8226 | -13.8* | 65.7 | -14.9* | 107.7 | 7.5* | 107.9 | 92.0
HOP-92 | -57.4* | 26.3 | -26.4* | . | -14.5* | 92.5 | 91.1
MOLT-4 | -9.9* | 17.6 | -1.3* | . | 15.2 | 102.5 | 87.7

48	COc1ccc2[nH]cc(-c3nc(N)nnc3-c3cn(C)c4ccc(OC)cc34)c2c1
Compound | 48
K-562 | 28.8
MDA-MB-435 | 11.2
HOP-62 | 77.9
CCRF-CEM | 62.1
SR | 18.8
RPMI-8226 | 78.1
HOP-92 | 80.3
MOLT-4 | 67.8

Compound activity from PubChem BioAssay.
